TCR-CD3 inh: human TCR-CD3 binding inhibition. TAMRA-labeled TCR probe fluorescence, biochemical. inhibition, % at 9.4 µM. 360,000 compounds, 0.37% hits. AID 651800; in the data active = inhibition above about 19%;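 also: recombinant mutant TCR 2C K166C tagged with TAMRA read by polarization; 0% = receptor in buffer alone and 100% = receptor with positive control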
TDP2 inh: TDP2 (human) inhibition, absorbance primary screen | recombinant TDP2, T5PNP hydrolysis, p-nitrophenol absorbance 415 nm | AID 720702 | 370,000 compounds, 0.34% hits | inhibition, % at 12.8 µM | O95551;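 active = inhibition above the mean of all tested compounds plus 3 SD, set per campaign, cut at about 25% in these data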;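 also: 0% = DMSO with enzyme and 100% = buffer with substrate but no TDP2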
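Material: recombinant human TDP2; quantity: TDP2 enzyme at 120 nM final; medium: Tris-HCl pH 7.5 with MgCl2; compound: single concentration, 12.8 µM nominal, with 1% DMSO; incubation: 2 h enzyme incubation at 37 °C; signal: epi absorbance; measure: percent inhibition; benchmarks: high control without enzyme, low control DMSO plus TDP2; repeats: singlicate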
DDE Tn7 FP inh: disrupts Tn7 cyclic peptide binding to fibrin D-Dimer-E complex. P02675. FP displacement of FITC-Tn7 peptide from fibrin DD(E); 0% = median of compound wells per plate. inhibition, % at 8.3 µM. 370,000 compounds, 0.13% hits;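 active = inhibition above the mean of compounds falling within the control limits plus 3 SD of them, cut at about 14% in these data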;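 also: 0% = plate median of compound wells and 100% = 10 µM Aha-Tn7 peptide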
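Test system – human fibrin DD(E) · Times – 10 min preincubation, 3 h with tracer, room temperature · Detection – fluorescence polarization of the labelled Tn7 tracer · Measure – percent inhibition normalized to high-control wells · Benchmarks – high control wells with 10 µM unlabelled Aha-Tn7 peptide (full inhibition) · Repeats – singlicate testing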
SIAE primary: blocks human sialic acid acetylesterase | 370,000 compounds, 0.69% hits | AID 1053197 | inhibition, % at 9.66 µM | SIAE FP-Rh probe binding, fluorescence polarization;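 active = inhibition above a cutoff: mean of compounds within the control limits plus 3 SD of those, cut at about 17% in these data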;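 also: 0% = plate median of compound wells and 100% = probe without SIAE protein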
HTRA1 inhibitor: blocks human HTRA1 serine peptidase; Q92743; recombinant HTRA1, FP-rhodamine activity-based probe, fluorescence polarization; inhibition, % at 5.96 µM; 340,000 compounds, 0.5% hits; AID 504803; in the data active = inhibition above about 36%;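 also: 0% = enzyme with DMSO and 100% = wells lacking enzyme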
Target sequence (Q92743 whole entry, looked up): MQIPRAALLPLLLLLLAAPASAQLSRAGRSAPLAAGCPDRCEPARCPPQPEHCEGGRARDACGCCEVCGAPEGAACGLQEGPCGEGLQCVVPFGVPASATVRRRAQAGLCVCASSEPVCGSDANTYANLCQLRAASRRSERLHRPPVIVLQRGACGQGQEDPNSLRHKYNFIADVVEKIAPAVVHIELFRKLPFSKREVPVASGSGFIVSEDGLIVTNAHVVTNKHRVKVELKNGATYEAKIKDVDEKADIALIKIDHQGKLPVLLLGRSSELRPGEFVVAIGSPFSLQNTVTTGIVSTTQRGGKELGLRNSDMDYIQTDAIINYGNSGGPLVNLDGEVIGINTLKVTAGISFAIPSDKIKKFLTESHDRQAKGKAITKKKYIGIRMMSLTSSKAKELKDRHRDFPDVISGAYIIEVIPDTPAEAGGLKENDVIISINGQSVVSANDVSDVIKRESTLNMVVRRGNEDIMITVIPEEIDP
LEDGF integ inh: blocks HIV-1 LEDGF/p75-dependent DNA integration. AID 743269. TR-FRET IN-LEDGF/p75 DNA integration, Eu/Cy5. inhibition, % at 3.7 µM. 370,000 compounds, 0.64% hits;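 active = inhibition above the screen-wide mean plus 3 SD, cut at about 13% in these data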;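 also: signal is the Cy5 over europium emission ratio at 671 and 618 nm; 0% = plate median of compound wells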
mABHD4 FP: ABHD4 (mouse) inhibition, primary FP screen | inhibition, % at 8.92 µM | purified mABHD4, FP-Rh probe fluorescence polarization | 370,000 compounds, 0.54% hits;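 active = inhibition exceeding the mean over every tested compound plus 3 SD, cut at about 30% in these data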;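 also: 0% = plate median of compound wells and 100% = S159A mutant with DMSO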
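Test system: mABHD4 protein | Buffer or medium: HEPES pH 7.0 buffer, 150 mM NaCl, 0.01% Pluronic F-127 | Probe or stimulus: FP-Rh fluorescent activity-based probe, added after compound pre-incubation | Timing: Pre-incubation 45 min, probe exposure 60 min, at 25 °C | Technique: Fluorescence polarization, excitation 525 nm, emission 598 nm, BODIPY TMR filters | Repeats: Single well per compound (singlicate)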
UHRF1 binding: human UHRF1 methylated DNA binding inhibitors. Q96T88. UHRF1 binding to methylated oligo, TR-FRET. inhibition, % at 4.4 µM. 370,000 compounds, 0.75% hits. AID 687016; in the data active = inhibition above about 21%;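 also: UHRF1 SRA domain binding a hemimethylated CpG hairpin DNA probe; 0% = median of test compound wells and 100% = reference inhibitor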
PG9 binder: small molecules binding HIV-1 gp120 antibody PG9 | TR-FRET gp120-PG9 antibody binding | inhibition, % at 6.7 µM | 360,000 compounds, 0.43% hits; in the data active = inhibition above about 8.5%
PRMT1 inh: inhibitors of human PRMT1. Q99873. 370,000 compounds, 1.3% hits. recombinant PRMT1, activity-based probe fluorescence polarization. inhibition, % at 2.79 µM;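 active = inhibition above about 21% made by adding two undisclosed values, limit read from the data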
Target sequence (Q99873 whole entry, looked up): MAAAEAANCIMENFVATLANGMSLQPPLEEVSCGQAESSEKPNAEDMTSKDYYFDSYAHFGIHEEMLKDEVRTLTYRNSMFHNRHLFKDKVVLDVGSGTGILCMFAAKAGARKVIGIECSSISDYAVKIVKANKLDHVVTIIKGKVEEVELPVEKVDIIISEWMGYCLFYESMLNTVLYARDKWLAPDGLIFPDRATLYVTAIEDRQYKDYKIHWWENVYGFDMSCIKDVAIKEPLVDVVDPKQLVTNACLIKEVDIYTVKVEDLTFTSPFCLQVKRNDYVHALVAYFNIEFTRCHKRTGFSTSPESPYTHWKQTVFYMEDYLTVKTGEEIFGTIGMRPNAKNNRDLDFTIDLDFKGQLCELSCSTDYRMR
* = called active by the depositor; . = no result given.

Molecule,TCR-CD3 inh,TDP2 inh,DDE Tn7 FP inh,SIAE primary,HTRA1 inhibitor,LEDGF integ inh,mABHD4 FP,UHRF1 binding,PG9 binder,PRMT1 inh
CC(=O)Nc1cccc(OCc2cccc([N+](=O)[O-])c2)c1,-3,-7,-6,-3,-1,0,4,1,0.3,-3
COC(=O)C1Cc2c([nH]c3ccccc23)CN1 (configuration not stated),7,16,-1,1,2,-2,8,-6,-0.4,4
CCn1ncc(-c2csc(N)n2)c1C,7,6,5,-3,-1,-3,-3,-3,-2.1,-2
CCCCN(C(=O)CCC(=O)Nc1cc(C)on1)C(C(=O)NC1CCCC1)c1ccccc1C (configuration not stated),-2,3,3,0,-5,0,-3,1,0.3,-2
O=S1(=O)C=CC(Nc2ccccc2)C1 (configuration not stated),-4,7,-2,3,5,0,13,5,0.8,1
CCCCC1=CC2=C(c3ccco3)C(=O)C(C)(OC(=O)c3ccc(OC)cc3)C(=O)C2=CN1CCOC (configuration not stated),-2,3,3,6,13,2,-3,-5,0.9,5
CCC(C)(C)NC(=O)C(c1cccn1C)N(Cc1ccccc1)C(=O)Cn1nnc2ccccc21 (configuration not stated),-4,-7,-11,-8,-1,0,-2,1,-2.3,0
Cc1ccc2[nH]c(=O)cc(C(=O)OCC(=O)c3ccc(F)cc3)c2c1,-6,-8,2,1,1,-7,4,2,-0.3,2
Cc1ccc(NC(=O)C2CCN(c3ncnc4c3nc3n4CCCCC3)CC2)cc1Cl,12,8,-3,4,-11,-1,0,0,-0.3,-2
CCC(c1ccccc1)c1noc(CCN(CC)CC)n1 (configuration not stated),-3,1,3,20*,-1,7,-4,0,-0.5,-2
CC(NC(=O)OCc1ccccc1)C(=O)NCC1CCCO1 (configuration not stated),9,1,-1,4,3,4,-4,3,0.0,-3
CCN(CC)S(=O)(=O)c1ccc(O)c(NC(=O)c2ccc(N3CCOCC3)c([N+](=O)[O-])c2)c1,-3,-7,0,4,0,-4,6,-1,-2.9,2
Cc1ccsc1C(=O)OCC(=O)Nc1sccc1C(N)=O,1,10,-4,0,-3,1,-4,-1,-1.1,1
CCN(CC)S(=O)(=O)c1ccc2c(c1)[nH]c(=S)n2CC,-1,-1,7,2,-3,0,3,-2,-1.4,-2
N/C(=N\OC(=O)/C=C/c1ccccc1)c1ccc(Br)cc1,7,8,5,-1,-11,-1,-3,-1,-2.5,0
CC(NC(=O)CNC(=O)C1CCCCC1)c1cccc(Cl)c1 (configuration not stated),-4,-8,-4,-2,-3,2,1,0,0.6,-3
O=C(Nc1ccccc1)c1ccccc1N=Cc1cccc(O)c1,3,5,3,11,-4,3,-3,-1,-1.2,-4
O=C(c1noc2c1CCCC2)N1CCc2ccccc2C1,1,7,-6,0,4,0,0,2,-0.4,1
O=C(C1CCN(c2cncnc2)CC1)N1CCCC1,.,9,7,1,.,-2,2,-1,.,-1
COCCn1c(N)c(Sc2ccccc2)c(=O)[nH]c1=O,-4,-10,6,-4,8,-8,-1,4,0.6,2
CC(=O)N1CCN(C(=O)c2[nH]c(C(F)(F)F)nc2-c2ccccc2)CC1,-2,-1,3,-6,.,8,8,-1,-1.1,-9
COc1ccccc1OCC(=O)Nc1cccc(C(=O)N2CCOCC2)c1,-4,2,2,-4,-3,-1,4,0,1.9,-2
CC[C@@]1(C(=O)OC)N[C@H](CN(C)C(=O)Nc2ccc(F)cc2)[C@@H]2C(=O)N(C)C(=O)[C@@H]21,-2,0,0,-1,-7,-2,3,21*,-0.8,5
CC1(C)Nc2ccccc2N(CC(=O)N2CCCCC2)C1=O,2,7,-11,-6,1,2,9,0,-2.0,-1
O=C(CSc1nc2ccccc2o1)Nc1ccccc1N1CCCCCC1,-3,2,-7,1,-2,0,-9,3,-2.1,20
COCC(C)NC(=O)c1cc(OC)cc(OC)c1 (configuration not stated),13,0,3,1,9,4,0,1,0.3,-3
Cc1ccc(-n2nc(C(N)=O)nc2-c2ccccc2)cc1,-2,11,2,-1,2,-1,0,0,-2.2,4
Cc1cc(C)n(-c2cc(O)c(-n3nc(C)cc3C)cc2O)n1,-2,-5,-6,-1,5,5,-4,0,-1.4,2
CSc1nc(N)cc(=O)[nH]1,-2,-8,-9,-2,-2,4,0,3,-1.5,0
CCN1C(=O)/C(=C\N2CCN(C(=O)c3ccco3)CC2)SC1=S,-1,7,-3,-1,1,-3,-1,0,-0.1,4
Cc1cc(NS(=O)(=O)c2ccc(NC(=O)c3ccccc3C)cc2)no1,-7,-8,8,-4,2,-7,-13,4,0.7,6
Cc1ccsc1C(=O)OCC(=O)Nc1ccc(Cl)cn1,-6,-8,2,-5,-6,0,-2,-2,-2.0,-3
Cc1cc(NC(=O)CN2CCN(c3ccc(O)cc3)CC2)no1,0,-8,0,2,-5,3,11,2,2.6,42*
CCc1cccc(CC)c1NC(=O)CSc1nnc(C2CC2)n1C,1,-4,-1,4,3,4,1,-2,-1.6,-2
Cn1ncc(Br)c1C(=O)N1CCc2ccccc21,-2,4,2,-3,-1,1,6,3,-0.1,-2
COc1ccc(S(=O)(=O)N2CCCOC2CNC(=O)C(=O)NCc2ccccn2)cc1 (configuration not stated),-2,7,-6,1,-1,-1,1,0,-2.2,-5
CC(=O)c1ccc(NC(=O)CSc2nnc(Cn3cnc4ccccc43)o2)cc1,-2,0,-1,9,3,1,-12,0,-0.9,-2
CCOc1cc(/C=C2/NC(=O)N(CC(=O)Nc3cccc(C)c3)C2=O)ccc1OCC(N)=O,1,1,4,-5,-14,-1,1,-3,-1.1,-2
COc1ccc(-c2cc(C(=O)O)[nH]n2)cc1OC,8,-13,-4,-1,1,1,6,2,0.0,0
O=S(=O)(Cc1ccc(Cl)cc1Cl)c1ccc(Cl)cc1,-4,-9,-5,1,-8,3,-1,1,-1.1,-9
Cc1cccc(OCCCC(=O)Nc2ccc(S(=O)(=O)Nc3nccs3)cc2)c1C,-8,2,6,2,-18,2,-18,-2,1.2,-2
Cc1ccccc1-c1nc(C#N)c(N2CCC(C)CC2)o1,-4,-26,-3,0,-14,-5,-14,2,-0.3,4
Cc1cccc(C)c1OCc1cc(C(=O)N(C)Cc2cc(C3CC3)n[nH]2)no1,0,-4,5,1,-12,0,-4,0,0.2,1
COCC(C)NC(=O)c1noc2c1CCc1cc(OC)ccc1-2 (configuration not stated),9,0,-9,-3,-4,3,1,-2,-1.4,0
O=C(O)COc1ccc(NC(=O)c2ccc3c(c2)C(=O)N(CC2CCCO2)C3=O)cc1 (configuration not stated),6,-7,2,-3,4,1,0,4,0.5,2

Entries above shown as hits in UHRF1 binding.
Structure	TCR-CD3 inh	TDP2 inh	SIAE primary	HTRA1 inhibitor	LEDGF integ inh	mABHD4 FP	UHRF1 binding	PG9 binder	PRMT1 inh
CC[C@@]1(C(=O)OC)N[C@H](CN(C)C(=O)Nc2ccc(F)cc2)[C@@H]2C(=O)N(C)C(=O)[C@@H]21	-2	0	-1	-7	-2	3	21*	-0.8	5

Remaining list, next part
Molecule,TCR-CD3 inh,TDP2 inh,DDE Tn7 FP inh,SIAE primary,HTRA1 inhibitor,LEDGF integ inh,mABHD4 FP,UHRF1 binding,PG9 binder,PRMT1 inh
O=C(CN1CCCC1)Nc1ccc2c(c1)CCC2,9,28*,6,4,6,1,17,6,-1.0,-3
CCOc1ccc(Cc2nnc(SCC(=O)Nc3ccccc3)n(N)c2=O)cc1,0,-3,-7,-4,3,1,-2,-2,-2.3,3
CCCN(CCC)Cc1c(C(=O)N/N=C/c2ccoc2)nnn1-c1nonc1N,-7,4,-9,2,-25,1,-4,-3,-2.7,-1
Cc1ccc(NC(=O)CN(C2=NC3CS(=O)(=O)CC3S2)c2ccccc2)cc1 (configuration not stated),-2,1,0,-7,.,-4,-1,2,0.0,4
CC(C)C(NC(=O)COc1ccc2ccccc2c1)C(=O)N/N=C/C=C/c1ccccc1 (configuration not stated),3,3,-1,2,5,-1,-1,2,0.3,0
CC(C)(C)NC(=O)C12CC3CC(CC(Cl)(C3)C1)C2,2,-7,-7,6,-3,0,2,1,-2.3,-2
Cc1ccc(Cl)cc1NC(=O)CNCC(c1ccccc1)N(C)C (configuration not stated),-8,20,-5,-4,6,4,8,2,-3.8,-3
COC(=O)c1ccc(C2=NOC(C)(c3sc(-c4ccc(Cl)cc4)nc3C)C2)cc1 (configuration not stated),3,5,-3,10,-9,3,-3,-2,-0.4,0
CCCCCCCN(c1ccccc1)[C@@H]1C[C@H]2CCCC(=O)N3CC[C@@H](C1)[C@@H]23,-4,-6,6,5,-14,2,31*,0,-0.9,1
COc1ccc(CC(=O)Nc2sc3c(c2C#N)CC(C)(C)NC3(C)C)cc1OC,-9,6,12,3,-1,-3,7,0,-0.4,3
CCOc1ccc(NC(=O)CCC(=O)N2CCSc3ccccc32)cc1,-13,0,5,0,-8,-5,-1,2,-1.0,1
O=c1[nH]c(NCc2ccccc2)nc2c1CCCC2,2,-9,-1,-2,-1,4,-1,2,-1.4,0
NC(=O)C1=CC2C3C=CC2(O)C(=O)OC3O1 (configuration not stated),-6,7,5,0,4,9,7,1,1.0,-1
c1ccc(-c2csc(Nc3ncccn3)n2)cc1,-3,-4,1,-3,2,0,8,3,0.7,2
CCOc1ccc(NC(=O)CN(C)C(=O)CCCn2c(=O)oc3ccccc32)cc1OCC,6,-2,3,14,-2,-3,3,-1,-0.5,-1
CCN1CCN(Cc2c(O)ccc3c(C)cc(=O)oc23)CC1,-2,19,-4,10,-1,-1,4,-5,1.9,-1
CC(=O)c1ccc(C(=O)Nc2nnc(-c3ccc(Cl)cc3)o2)cc1,-11,-2,4,-2,-2,3,-4,-1,-1.4,-4
CCCN1CCCCC(NC(=O)c2ccccc2C)C1=O (configuration not stated),9,1,-7,-3,.,1,3,-1,-1.4,-6
CC(C)=CC(=O)Nc1nnc(-c2ccccc2C)s1,2,-7,-3,4,2,-12,1,3,0.5,2
COCCCn1c(SCc2nc3ccccc3c(=O)[nH]2)nc2ccccc2c1=O,-2,14,3,0,17,1,9,0,-0.5,-1
Cc1c(NC(=O)CN2C(=O)C(=O)N(Cc3ccccc3)C2=O)c(=O)n(-c2ccccc2)n1C,6,7,-1,1,-5,0,-5,3,0.1,3
Cc1ccc(N(C(=O)C2CCC(=O)N2)C2(C(=O)NC3CCCCC3)CCCCC2)cc1 (configuration not stated),3,2,-3,-1,6,2,4,2,0.0,2
